RSV antiviral HEp-2 – RSV antiviral activity via CPE protection, HEp-2 cells, primary 10 µM value included (AID 2391) | HEp-2 cells, RSV-induced CPE inhibition; higher % means a stronger effect | CPE inhibition, % at 10 µM; hits with a dose series show IC50 in µM | 310,000 compounds, 0.13% hits; in the data active = a potency from the dose series; inconclusive = CPE inhibition mostly from about 23% at the one dose, without a potency; inactive = the rest, 99 in 100 with CPE inhibition below about 21%; also: strong numbers were not always called active
NS5 inhibitors – Dengue-2 NS5 methyltransferase inhibitors, primary screen, biochemical, confirmation dose response (AID 588689). 340,000 compounds, 0.3% hits. inhibition, % at 25 µM; hits with a dose series show IC50 in µM. Dengue-2 NS5 methyltransferase capping enzyme assay, biochemical; higher % means a stronger effect. Genome polyprotein (Dengue virus type 2 (strain 16681-PDK53)); in the data active = a potency from the dose series; inconclusive = inhibition above about 29% without an active follow-up result
SV40 large T antigen – SV40 large T antigen inhibitors, biochemical (AID 1903); SV40 large T antigen ATPase/helicase inhibition assay; higher % means a stronger effect; one-dose inhibition, % at 20 µM; IC50 in µM for titrated hits; 310,000 compounds, 0.39% hits; in the data active = a potency from the dose series; inconclusive = inhibition mostly from about 32% at the one dose, without a potency; inactive = the rest, 99 in 100 with inhibition below about 32%; also: strong numbers were not always called active
NTR1 agonist – agonists of NTR1, primary screen, imaging, U2OS cells, beta-arrestin-GFP, high content (AID 493036). activation, % at 20 µM. NTR1-U2OS beta-arrestin-GFP spot imaging, agonist mode. Neurotensin receptor type 1 (Homo sapiens), P30989. 330,000 compounds, 0.17% hits;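 active = activation at or above 40% of the spot to cytoplasm intensity ratio, with at least 20 cells analyzed; inconclusive = wells under 20 cells, flagged as cytotoxic or low count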;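 also: 0% = DMSO without peptide and 100% = 100 nM NTR1 peptide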
Target sequence (P30989 whole entry, looked up): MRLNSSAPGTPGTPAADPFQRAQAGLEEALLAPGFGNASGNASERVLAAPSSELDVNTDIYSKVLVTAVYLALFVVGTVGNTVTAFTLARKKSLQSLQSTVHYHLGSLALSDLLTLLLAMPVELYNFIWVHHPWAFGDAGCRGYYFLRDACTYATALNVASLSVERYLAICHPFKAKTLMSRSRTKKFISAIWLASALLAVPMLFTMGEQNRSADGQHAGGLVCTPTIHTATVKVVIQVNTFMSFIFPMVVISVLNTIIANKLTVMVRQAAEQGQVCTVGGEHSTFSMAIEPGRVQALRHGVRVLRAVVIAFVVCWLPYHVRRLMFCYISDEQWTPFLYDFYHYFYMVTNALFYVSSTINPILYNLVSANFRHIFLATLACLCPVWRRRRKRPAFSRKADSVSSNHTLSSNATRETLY
MgcRacGAP inhibition – MgcRacGAP GTPase-activating activity inhibitors, confirmation, biochemical, ADP Hunter fluorescence; MgcRacGAP-stimulated Rac1 GTP hydrolysis, ADP Hunter fluorescence; higher % means a stronger effect; GST-tagged Rac1 F28L mutant substrate; inhibition, % at 30 µM; hits with a dose series show IC50 in µM; 340,000 compounds, 0.6% hits;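 active = first-screen hits whose inhibition reached a set limit at any dose in the follow-up dose series; inconclusive = inhibition above the set first-screen limit but never retested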;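 also: fluorescence reports GDP produced by GAP-driven GTP hydrolysis; strong numbers were not always called active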
Salmonella PhoP GFP – inhibitors of PhoP regulon expression, primary screen, Salmonella Typhimurium, GFP reporter (AID 1863). S. Typhimurium PhoP-regulated promoter GFP reporter, 4 h; higher % means a stronger effect. inhibition, % at 50 µM, or IC50 in µM where a hit was titrated. 300,000 compounds, 0.16% hits;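 active = inhibition over 29.93%, a cutoff 3 SD above the screen mean, later confirmed by dose response; inconclusive = inhibition over 29.93% but no dose response follow-up; inactive = inhibition at most 29.93% or unconfirmed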;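 also: 0% = low Mg2+ inducing control and 100% = high Mg2+ repressing control; strong numbers were not always called active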
T cell HTS – modulators of CD8 T cell-vesicle binding, primary screen, mouse 2C CD8+ T cells, flow cytometry; 2C CD8+ T cell-vesicle binding; stronger effect = lower value; calls only at 7 µM; 330,000 compounds, 0.068% hits; AID 2052, 2009;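 active = response, share of CD8 T cells binding vesicles, and their 90th percentile fluorescence all below set limits, cut at about 80% in these data, passing the limit was not always enough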
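Benchmarks: naked versus QL9-loaded vesicles / Assay system: purified 2C TCR transgenic mouse naive CD8+ T cells / Technique: high-throughput flow cytometry with anti-B7-1 and anti-CD8 staining / Timing: Cell–vesicle co-incubation 1.5 h at 37 °C, staining 20 min on ice / Read-out: percent CD8+ FL2 mean versus row control / Probe or stimulus: QL9-loaded Drosophila micro-vesicles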
West Nile antiviral – West Nile virus antiviral activity, cell-based, CPE readout (AID 1621); West Nile virus-infected cells, CPE inhibition; higher % means a stronger effect; one-dose CPE inhibition, % at 10 µM; IC50 in µM for titrated hits; 290,000 compounds, 0.02% hits; in the data active = a potency from the dose series; inconclusive = CPE inhibition mostly from about 3.7% at the one dose, without a potency; inactive = the rest, 99 in 100 with CPE inhibition below about 2.2%; also: strong numbers were not always called active
UTI89 phage lysis – inhibition of K1F phage lysis, E. coli UTI89, bacterial capsule biogenesis inhibitors, alamar blue (AID 488966). E. coli UTI89 K1F phage lysis, alamar blue, 2 h; higher % means a stronger effect. 340,000 compounds, 0.02% hits. inhibition, % at 100 µM; hits with a dose series show IC50 in µM;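 active = phage lysis inhibition, versus mean bacterial control, above a set limit; inconclusive = no clear call, values can overlap the other calls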;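 also: capsule biogenesis inhibitors block K1F phage lysis so surviving cells raise fluorescence; higher fluorescence means more inhibition of phage lysis; actives were called in the ten point dose series up to 300 µM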
T cell HTS vesicle-bound % – also measured in T cell HTS; calls as there; double positive events, %; measured here: CD8+ vesicle-bound cell fraction;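 binding gate set so that unloaded-vesicle control wells show 10% double positive cells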
NTR1 agonist cell count 20 µM – recorded beside NTR1 agonist, whose call it bears; cell count; measured here: cell count, cytotoxicity flag
NS5 inhibitors pilot replicate – recorded beside NS5 inhibitors, whose call it bears; inhibition, %; measured here: pilot screen replicate inhibition
* hit, by the source's call; i = inactive; ? = inconclusive; . = no result given; [ ] = another dose, or the depositor's remark.

SMILES	RSV antiviral HEp-2	NS5 inhibitors	SV40 large T antigen	NTR1 agonist	NTR1 agonist cell count 20 µM	MgcRacGAP inhibition	Salmonella PhoP GFP	T cell HTS	T cell HTS vesicle-bound %	West Nile antiviral	UTI89 phage lysis	others
CCCOc1ccc(/C=C/c2c([N+](=O)[O-])c(=O)n(C)c(=O)n2C)cc1	3.0%	10.1%	9.4%	3.2	60	-10.7%	-1.1%	i	56.0	-0.3%	-0.6%
Cn1cc(CC(=O)N2CCN(c3ccc(Cl)cc3)CC2)c2ccccc21	12.0%	-14.4%	0.2%	5.4	59	-0.7%	-7.1%	i	54.2	-0.1%	0.3%
CC(CCc1ccccc1)NC(=O)COC(=O)c1cccn1C (centres undefined)	0.3%	-0.8%	.	23.3	40	7.2%	.	i	50.8	.	1.1%[50 µM]
CCn1c(=O)n(CC)c2cc(S(N)(=O)=O)c(C)cc21	0.0%	1.4%	4.4%	0.5	29	3.7%	-10.9%	i	12.5	0.6%	2.7%
O=C(OCC(=O)N1CCCc2ccccc21)c1ccc(C(F)(F)F)cc1	-0.2%	-5.1%	8.9%	1.9	51	-1.4%	-4.9%	i	55.0	.	0.4%[50 µM]
O=C(CCC1CCCC1)NCc1ccccn1	1.3%	-4.8%	3.8%	0.0	94	3.5%	3.9%	i	16.2	0.7%	0.0%
CCOc1ccc2nc(SCC(=O)Nc3cc4c(cc3C(C)=O)OCO4)[nH]c2c1	11.4%	4.3%	5.3%	0.5	32	17.0%	-3.9%	i	13.1	0.1%	1.4%
Cn1c(=O)c2c(ncn2CC(=O)N2CCN(c3ccccc3F)CC2)n(C)c1=O	-0.9%	-2.1%	-2.7%	0.1	53	5.4%	-5.3%	i	62.0	0.1%	0.7%
Cc1cccc(NC(=O)CSc2cn[nH]n2)c1	-0.5%	1.8%	0.2%	-1.0	42	5.6%	6.8%	i	12.7	0.2%	0.3%
CCNc1nc(NC(C)C)nc(N(n2cnnc2)S(=O)(=O)c2ccc(C)cc2)n1	1.2%	2.9%	0.3%	-0.7	32	-2.6%	-2.9%	i	38.4	-0.5%	2.7%
COc1cccc2sc3ccc(C#Cc4ccc(N)cc4)cc3c(=O)c12	6.8%	-1.4%	8.3%	10.7	77	2.9%	-10.8%	i	13.0	-0.6%	0.0%
Cc1ccc(CN2CC(C(=O)N3CC=C(c4ccccc4)CC3)CC2=O)cc1 (centres undefined)	22.1%	-0.7%	5.9%	0.2	70	1.4%	6.3%	i	8.5	-0.4%	-0.2%
N/C(=N\OC(=O)Cc1ccccc1[N+](=O)[O-])c1ccc(Br)cc1	0.4%	-3.0%	4.4%	-1.0	50	5.9%	-13.6%	i	22.7	-0.1%	3.0%
COc1ccc(NC(=O)N2CCc3cc(OC)c(OC)cc3C2)cc1	2.7%	2.6%	10.2%	0.2	58	12.4%	-3.8%	i	18.6	-1.0%	0.0%	NS5 inhibitors pilot replicate=2.1
CCC(Cc1ccccc1)NS(=O)(=O)c1ccc2c(c1)NC(=O)CS2 (centres undefined)	14.0%	-4.4%	7.4%	4.2	62	8.3%	-6.7%	i	42.7	-0.9%	-0.2%
O=C(Nc1cccc(-n2cccn2)c1)C1CCCN(Cc2ccccc2F)C1 (centres undefined)	0.3%	0.7%	2.7%	0.5	49	5.3%	-4.8%	i	59.5	-0.1%	1.9%[50 µM]
Brc1ccccc1Cn1c(-c2cncs2)nc2ccccc21	3.4%	-4.2%	-7.5%	3.5	94	-1.5%	5.2%	i	41.5	0.3%	0.3%
CCOC(=O)C(NC(=O)c1ccccc1Cl)(Nc1sc2c(c1C(N)=O)CCC2)C(F)(F)F (centres undefined)	.	-17.7%	13.2%	.	.	8.3%	-7.7%	.	.	-0.1%	0.3%
Cc1cc(C(=O)Nc2ccc3c(c2)OCCO3)c(C)o1	5.1%	0.8%	10.4%	-1.1	97	5.5%	-5.2%	i	4.9	-0.3%	0.9%
COc1ccc(/C=C(\NC(=O)c2ccco2)C(=O)NCCc2nc3ccccc3[nH]2)cc1	.	.	11.3%	-0.9	55	.	-2.0%	i	27.6	-0.3%	.
CCC1(CC)Cc2ccccc2C2=C(C(=O)N3CCCCC3)C(=O)C(=O)N21	1.6%	.	3.5%	0.5	87	0.3%	-5.2%	i	54.6	0.0%	0.3%
COC(=O)c1ccc(-c2ccc([C@H]3[C@H]4C=CC[C@@H](C)[C@@H]4C(=O)N3Cc3ccccc3)c(F)c2)cc1	9.1%	4.4%	1.2%	2.0	53	4.8%	-10.9%	i	29.4	0.1%	-1.9%
Nc1ccc(N2CCCCC2)cc1N1CCCCC1	11.0%	25.7%	26.2%	24.7	49	10.4%	23.6%	i	43.1	.	-0.2%
O=c1cc(NCc2ccccc2)nc2ccccn12	2.8%	2.2%	5.5%	-0.3	40	1.0%	-12.3%	i	50.1	0.2%	-0.3%
C=CC[C@@H](CC(=O)N[C@@H](CO)Cc1ccccc1)C(=O)NC[C@@H](OC(=O)[C@@H](CC=C)CC(=O)OC(C)(C)C)c1ccccc1	.	0.0%	.	2.2	60	6.7%	.	.	.	.	1.0%
Cc1c(Br)c(-c2n[nH]c(=S)n2Cc2ccco2)nn1C	-0.2%	-5.1%	19.5%	-0.2	40	15.1%	-21.8%	i	17.3	0.0%	2.3%
O=C(NCCCO)c1ccc(CSc2nc3ccccc3c(=O)[nH]2)cc1	1.9%	-9.4%	3.7%	-1.4	66	5.8%	3.0%	i	23.4	0.2%	-0.3%[50 µM]
CCOC(=O)C(C)/C(C)=N/NC(=O)c1cc2ccccc2cc1O (centres undefined)	2.0%	-2.2%	16.4%	1.1	52	6.5%	50.6%	i	49.0	?	-2.2%
COc1ccccc1Nc1ccc([N+](=O)[O-])cc1N	4.7%	-41.0%	9.9%	0.9	72	8.5%	17.4%	i	58.4	?	0.3%
O=C(O)C1CCCCC1C(=O)N1CCN(S(=O)(=O)c2ccc(F)cc2)CC1 (centres undefined)	0.2%	1.3%	6.0%	-0.3	50	7.2%	-6.4%	i	34.2	0.4%	0.0%

Among those listed so far, six contain fluorine.
SMILES	RSV antiviral HEp-2	NS5 inhibitors	SV40 large T antigen	NTR1 agonist	NTR1 agonist cell count 20 µM	MgcRacGAP inhibition	Salmonella PhoP GFP	T cell HTS	T cell HTS vesicle-bound %	West Nile antiviral	UTI89 phage lysis	others
O=C(OCC(=O)N1CCCc2ccccc21)c1ccc(C(F)(F)F)cc1	-0.2%	-5.1%	8.9%	1.9	51	-1.4%	-4.9%	i	55.0	.	0.4%[50 µM]
Cn1c(=O)c2c(ncn2CC(=O)N2CCN(c3ccccc3F)CC2)n(C)c1=O	-0.9%	-2.1%	-2.7%	0.1	53	5.4%	-5.3%	i	62.0	0.1%	0.7%
O=C(Nc1cccc(-n2cccn2)c1)C1CCCN(Cc2ccccc2F)C1 (centres undefined)	0.3%	0.7%	2.7%	0.5	49	5.3%	-4.8%	i	59.5	-0.1%	1.9%[50 µM]
CCOC(=O)C(NC(=O)c1ccccc1Cl)(Nc1sc2c(c1C(N)=O)CCC2)C(F)(F)F (centres undefined)	.	-17.7%	13.2%	.	.	8.3%	-7.7%	.	.	-0.1%	0.3%
COC(=O)c1ccc(-c2ccc([C@H]3[C@H]4C=CC[C@@H](C)[C@@H]4C(=O)N3Cc3ccccc3)c(F)c2)cc1	9.1%	4.4%	1.2%	2.0	53	4.8%	-10.9%	i	29.4	0.1%	-1.9%
O=C(O)C1CCCCC1C(=O)N1CCN(S(=O)(=O)c2ccc(F)cc2)CC1 (centres undefined)	0.2%	1.3%	6.0%	-0.3	50	7.2%	-6.4%	i	34.2	0.4%	0.0%

Continuation:
SMILES	RSV antiviral HEp-2	NS5 inhibitors	SV40 large T antigen	NTR1 agonist	NTR1 agonist cell count 20 µM	MgcRacGAP inhibition	Salmonella PhoP GFP	T cell HTS	T cell HTS vesicle-bound %	West Nile antiviral	UTI89 phage lysis	others
O=C(O)C1C2CCC(C2)C1C(=O)N1CCCC1 (centres undefined)	0.0%	-4.2%	8.3%	1.0	73	6.3%	9.8%	i	59.6	-0.9%	-1.7%
Cc1nc2scc(C)n2c(=O)c1S(=O)(=O)NCC1CCN(Cc2ccc(Cl)cc2)CC1	-2.4%	-16.6%	7.2%	0.4	61	-4.0%	7.9%	i	14.2	-0.8%	0.0%
O=C(CNC(=O)c1ccc(Cl)cc1Cl)OCCOc1ccccc1	-1.1%	0.7%	18.5%	1.1	55	1.9%	-4.0%	i	42.9	.	1.2%[50 µM]
CCCSc1ccc([C@H]2N[C@@](C)(C(=O)OC)[C@H]3C(=O)N(C)C(=O)[C@@H]23)cc1	1.1%	-14.1%	2.6%	-0.1	57	14.2%	.	.	.	.	1.1%
O=C(O)C1C2C=CC(C2)C1C(=O)NCCCn1ccnc1 (centres undefined)	-0.7%	-6.1%	-1.3%	1.7	84	4.2%	0.4%	i	13.7	0.4%	0.3%	NS5 inhibitors pilot replicate=1.5
OCCCc1cn(CC2CCCCC2)nn1	-0.4%	11.2%	4.2%	-0.1	95	-7.7%	7.7%	i	21.7	0.5%	-1.1%
Cc1ccc(S(=O)(=O)N2CCOCC2)cc1NS(=O)(=O)c1ccc(F)c(F)c1	0.8%	-10.4%	.	0.1	66	7.1%	.	i	31.5	.	0.5%[50 µM]
COc1ccc(NC(=O)CCn2c(=O)c3cccn3c3ccccc32)c(OC)c1	8.7%	-2.6%	9.9%	3.5	55	10.6%	-0.2%	i	20.7	0.0%	0.7%
Cc1ccc(NC(=O)Cn2cnc3c(=O)n(C)c(=O)n(C)c32)c(C)c1	0.5%	-8.3%	5.0%	-3.1	86	-4.1%	-6.0%	i	31.5	0.0%	i
CCc1ccc(CNCCNCC(C)O)cc1 (centres undefined)	-2.5%	-0.7%	-1.4%	0.3	50	-1.6%	-1.3%	i	6.4	-0.8%	7.7%
COc1ccc(S(=O)(=O)N2c3cc(Cl)ccc3Oc3nc4ccccc4nc32)cc1	1.8%	.	3.0%	-0.2	35	3.2%	0.2%	i	47.3	0.8%	0.7%

Assay outcomes: PubChem BioAssay, several laboratories
